Compound activity from PubChem.
A549 viability: Nrf2 qHTS screen for inhibitors: counterscreen for cytotoxicity; A549 ARE-Fluc cells, CellTiter-Fluor viability, 18-24 h; Potency, µM (doses to about 46 µM), for inactives: at the top dose activity change, negative = cytotoxicity, most hits filed as inhibitors; actives 0.16% (n = 390,000); AID 504648, 2011; further: on the % scale 0 is the no-effect control and ±100 the full control effect
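A549 ARE-Fluc cells in 5% FBS OPTI-MEM, 5000 cells/well, rested 2 h then exposed to compounds in concentration-response for 18-24 h at 37 °C. Viability by CellTiter-Fluor fluorescence (Ex 405/Em 525) after 30 min; luciferase luminescence (BugLite, 15 min, RT) read afterwards.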
Nrf2 inh: Nrf2 qHTS screen for inhibitors. A549 ARE-Fluc reporter, luciferase luminescence, 18-24 h. Potency, µM (doses to about 46 µM), for inactives: top-dose activity change, negative = inhibition, most hits filed as inhibitors. actives 2.1% (n = 360,000). AID 504444, 2011; further: on the % scale 0 is the no-effect control and ±100 the full control effect; nearly all actives have a fitted effect of over 60% in size
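Concentration-response testing used A549 ARE_Fluc cells at 5000 cells/well. Following an 18-24 h compound incubation, viability was read by fluorescence (Ex 405/Em 525) and luciferase output by luminescence.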
ATXN2 expr inh: Primary qHTS for Inhibitors of ATXN expression; HEK-293 ATXN2-luciferase reporter, luminescence, 24 h; Potency, µM (highest dose often 57 µM), for inactives: at the highest dose activity change, negative = inhibition, hits mostly inhibitors; actives 0.72% (n = 360,000); AID 1745845, 2022; further: on the % scale 0 is the no-effect control and ±100 the full control effect; nearly all actives have a fitted effect of over 55% in size
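ATXN2-luciferase reporter cells (luciferase flanked by upstream and downstream ATXN2 gene portions) were treated 24 h at 37 °C with compounds at up to 57 uM. SteadyGlo luminescence gave expression; GF-AFC fluorescence gave viability.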
ATXN viability: Viability Counterscreen for Primary qHTS for Inhibitors of ATXN expression; S2 cells (HEK-293 line with an ATXN2-luciferase reporter) viability, CellTiter-Fluor protease fluorescence, 24 h; Potency, µM (doses to about 56.7 µM), hits mostly cytotoxic; actives 0.49% (n = 400,000); further: nearly all actives have a fitted effect of over 40% in size
EPAC2 antagonist: qHTS for Antagonist of cAMP-regulated guanine nucleotide exchange factor 2 (EPAC2): primary screen; EPAC2 GEF exchange of Rap1B-BODIPY-GDP, fluorescence; actives 0.18% (n = 360,000); Potency, µM (series often up to 114 µM), without a hit: top-dose activity, negative = inhibition, actives largely listed as inhibitors; Rap guanine nucleotide exchange factor 4 (Homo sapiens), Q8WZA2; further: on the % scale 0 is the no-effect control and ±100 the full control effect; nearly all actives have a fitted effect of over 45% in size; many of its hits are not listed in these tables
Target sequence (Q8WZA2 whole entry, looked up): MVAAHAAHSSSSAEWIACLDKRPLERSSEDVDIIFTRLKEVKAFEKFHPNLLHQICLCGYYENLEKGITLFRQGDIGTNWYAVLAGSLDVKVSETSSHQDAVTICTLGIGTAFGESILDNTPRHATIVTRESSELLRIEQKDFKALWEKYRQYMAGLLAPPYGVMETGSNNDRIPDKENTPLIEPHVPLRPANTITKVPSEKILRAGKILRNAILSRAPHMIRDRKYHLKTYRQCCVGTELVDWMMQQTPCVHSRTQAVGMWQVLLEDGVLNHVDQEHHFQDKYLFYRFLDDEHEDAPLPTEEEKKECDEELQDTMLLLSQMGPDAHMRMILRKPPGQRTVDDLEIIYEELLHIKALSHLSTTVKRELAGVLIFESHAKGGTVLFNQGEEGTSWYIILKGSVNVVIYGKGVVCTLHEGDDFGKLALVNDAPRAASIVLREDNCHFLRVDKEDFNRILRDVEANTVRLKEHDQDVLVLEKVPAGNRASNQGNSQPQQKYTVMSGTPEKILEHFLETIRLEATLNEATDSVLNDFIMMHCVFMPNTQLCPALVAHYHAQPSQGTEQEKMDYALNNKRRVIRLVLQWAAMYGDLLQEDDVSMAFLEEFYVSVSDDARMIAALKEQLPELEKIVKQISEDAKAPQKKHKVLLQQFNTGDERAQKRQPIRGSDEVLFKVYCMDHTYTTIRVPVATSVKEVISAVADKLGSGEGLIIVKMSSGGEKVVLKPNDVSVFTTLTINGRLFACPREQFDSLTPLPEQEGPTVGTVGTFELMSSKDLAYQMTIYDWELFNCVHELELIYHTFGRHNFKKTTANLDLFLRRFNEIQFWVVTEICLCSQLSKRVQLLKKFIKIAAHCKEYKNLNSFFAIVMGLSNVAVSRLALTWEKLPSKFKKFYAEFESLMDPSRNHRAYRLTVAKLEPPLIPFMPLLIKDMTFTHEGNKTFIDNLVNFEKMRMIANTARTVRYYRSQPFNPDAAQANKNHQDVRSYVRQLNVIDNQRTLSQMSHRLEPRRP
HepG2 tox: qHTS for Inhibitors of TGF-b: Cytotox Counterscreen | AID 588856, 2011 | Potency, µM (top dose mostly 46.1 µM), inactives show top-dose activity change, negative = cytotoxicity, hits mostly cytotoxic | HepG2 CAGA-GFP viability, ATP luminescence, 18 h | actives 0.76% (n = 410,000); further: some results filed as inactive show a strong effect at the top dose
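CellTiter-Glo luminescence gave cytotoxicity after 18 hours at 37 degrees C. The cells were HepG2 CAGA-GFP in 1% FBS DMEM, stimulated with 500 pg/mL TGF-beta after compound addition. %Activity was normalised to no-cell wells (complete cell-killing) and DMSO (no toxicity), and curves were fitted and classified.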
Nrf2 ARE act: qHTS of Nrf2 Activators; AREc32 ARE-luciferase reporter (MCF7-derived line), luminescence, 24 h; Potency, µM (top dose mostly 46.1 µM), for the others: at the highest dose activation, usual class: activators; actives 0.31% (n = 410,000); AID 624171, 2012; further: % of control where 0% means no effect; nearly all actives have a fitted effect of over 65% in size
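Quantitative high-throughput format: AREc32 reporter cells, 1000 per well, received compound by pin transfer and were incubated 24 hr at 37 deg C, 5% CO2, before Steady-Glo luminescence detection.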
MCF10A rereplic: A quantitative high throughput screen for small molecules that induce DNA re-replication in MCF 10a normal breast cells; Potency, µM (titrated, usually from 46.1 µM), for the others: at the top dose activity, positive = re-replication, most hits filed as activators; AID 624296, 2012; actives 2.9% (n = 350,000); MCF 10A DNA re-replication, Hoechst nuclear intensity, 48 h; further: % of control where 0% means no effect; nearly all actives have a fitted effect of over 50% in size
TGFb SMAD3 inh: qHTS for Inhibitors of TGF-b | actives 1.2% (n = 410,000) | Potency, µM (series often up to 46.1 µM), for the others: at the top dose activity, negative = inhibition, most hits filed as inhibitors | HepG2 CAGA-GFP TGF-b/SMAD3 reporter, GFP fluorescence, 18 h; TGF-beta stimulated, 500 pg/mL final; further: on the % scale 0 is the no-effect control and ±100 the full control effect; nearly all actives have a fitted effect of over 65% in size
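Read-out: total well GFP (ex488/em500-530) summed from mean per-cell fluorescence. Cells: HEPG2 CAGA-GFP, 1% FBS DMEM, 18 h at 37 degrees C with 500 pg/mL final TGF-beta. Unstimulated wells served as the full-inhibition control; stimulated DMSO wells = 0%.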
The depositor's hits bear a star; i = inactive; ? = inconclusive; . = not tested or not shown; [ ] = dose if it differs, or a comment. The call rests on the fitted dose curve; in most records, active means well fitted curve in the direction sought with a large enough effect; inconclusive means small, poorly fitted or top-dose-only effect, or another doubt; inactive means no such curve, though single readings can be large; an effect the other way counts as inactive or inconclusive. Potency means the concentration at half of the fitted maximal effect. Not all compounds are listed. The share of hits here may be higher or lower than overall.

Under each structure: TGFb SMAD3 inh, Nrf2 inh, MCF10A rereplic, A549 viability, ATXN viability, ATXN2 expr inh, HepG2 tox, Nrf2 ARE act, EPAC2 antagonist
COc1ccc(NC(=O)CN2CCC(NC(=O)C3CCCCC3)CC2)cc1
  10%, 4%, 1%, -8%, i, -15%, -5%, -0.3%, -4%
Clc1ccc(Nc2nc(NCc3ccco3)nc3nccnc23)cc1
  0%, 12%, ., 1%, ., ., 5%, ., .
C=CCNC(=O)c1ccccc1NC(=O)c1ccccc1N(C)S(C)(=O)=O
  23%, -2%, -1%, -2%, i, -1%, 5%, -0.4%, 7%
COc1ccc(C(=O)COC(=O)c2cc(=O)[nH]c3ccccc23)c(OC)c1
  -9%, -6%, 2%, -12%, ?, 30%, 5%, 2.2%, 1%
CC1CCN(C(=O)COC(=O)Cc2c[nH]c3ccccc23)CC1
  3%, 13%, -5%, -4%, i, 6%, 10%, 0.2%, 12%
Nc1ccccc1SC(CC(=O)c1ccccc1)c1cccc([N+](=O)[O-])c1 (centres undefined)
  ?, ., ., ., ., ., -114%, 5µM*, -3%
Cc1ccc(S(=O)(=O)N2CCC(=O)N(C(COCc3cccc(C)c3)C(C)C)CC2)cc1 (centres undefined)
  16%, -11%, 10%, -1%, i, -13%, 7%, -0.1%, -19%
CC1CCc2sc(C(=O)NCC(C)(C)N3CCOCC3)cc2C1 (centres undefined)
  23%, 9%, 18%, 16%, i, -6%, -53%, -0.4%, 10%
CC1(NC(=O)c2ccccc2)CCN(CCCc2ccccc2)C1=O (centres undefined)
  -3%, -23%, 4%, -1%, i, ?, 0%, 0.1%, 19%
O=C(Cc1ccc(S(=O)(=O)N2CCOCC2)s1)NC1CCCCC1
  8%, 6%, -4%, 8%, i, 11%, 5%, 0.3%, 3%
O=C(NCc1nnc(SC/C=C/c2ccccc2)o1)c1ccco1
  -4%, -25%, -1%, 0%, i, 8%, -25%, -0.1%, 5%
COc1ccc(NC(=O)CSc2nncn2C)cc1OC
  -3%, 1%, 3%, -7%, i, -1%, -1%, 0.3%, 11%
Cc1onc(-c2ccccc2)c1C(=O)Nc1ccc2c(C)cc(=O)oc2c1
  -3%, ., -7%, -3%, i, -4%, -16%, 3.2%, -6%
O=C(COc1ccccc1)N=C1SC2CS(=O)(=O)CC2N1c1cccc(F)c1 (centres undefined)
  4%, 4%, -1%, 6%, i, 3%, 5%, 0.1%, 2%
CCCCCn1c2nc3ccccc3nc2c2c(=O)n(CC(C)C)cnc21
  -1%, -9%, 0%, -17%, i, 1%, -15%, -0.7%, 6%
CCOC(=O)Cn1cc(C(=O)C(C)(C)C)c2ccccc21
  24%, 7%, -14%, 0%, i, -12%, 1%, -0.6%, 0%
CCOc1ccc(CNC(=O)c2ccc(NC(=O)N3CCCCc4ccccc43)cc2)cc1
  2%, ?, ., 1%, i, 12%, 0%, -1.0%, .
Cc1cc(N2C(=O)C(O)=C(C(=O)c3ccco3)C2c2ccc(Cl)cc2)no1 (centres undefined)
  -13%, 9%, 0%, 2%, ?, ., -19%, 0.5%, -19%
CC(=O)c1cccc(NC(=O)CSCc2ccccc2)c1
  -2%, 6%, 6%, -4%, i, 53%[activator], 0%, 0.5%, -6%[57.1 µM]
COc1ccccc1OCC(=O)NNC(=O)c1ccc2c(=O)n3c(nc2c1)CCC3
  0%, 13%, 0%, -5%, i, -8%, 1%, 0.4%, 4%
COC(C[C@H](O)[C@@H](C)[C@@H](O)COCc1ccccc1)OC
  0%, 0%, -2%, -9%, i, -5%, -3%, -0.4%, 6%
O=C(Cn1c(=O)oc2cc(S(=O)(=O)N3CCc4ccccc43)ccc21)NC1CCCC1
  -17%, 0%, 16%, 0%, i, -14%, 0%, -0.8%, 1%
CC(C)(C)c1ccc(OCC(=O)N/N=C/c2ccsc2)cc1
  1%, 12%, 8%, 0%, i, 0%, -25%, 1.8%, -18%
CCOC(=O)C1CCN(S(=O)(=O)c2c(C)n[nH]c2C)CC1
  -13%, ?, 4%, -3%, ?, -9%, 2%, -0.9%, 9%
CC(C)c1ccc(N(CC(=O)NC(C)(C)C)C(=O)CCC(=O)Nc2nccs2)cc1
  ?, -29%, 5%, -7%, i, ., -29%, -0.5%, 5%
COc1ccc(N2CCN(c3ccc(N)cc3C#N)CC2)cc1
  -14%, -8%, 10%, 0%, i, -23%, -2%, -0.3%, 9%
COc1cc(C(=O)NCCSc2c(C)[nH]c3ccccc23)cc(OC)c1OC
  -3%, -7%[9.27 µM], ., -8%, i, -13%, -25%, 4.2%, .
O=C(NN=C1CCCC1)c1cccc(Br)c1
  -17%, ?, -17%, 12%, i, 2%, 4%, 3.1%, 12%
COC(=O)CN1C(=O)Nc2ccc(Br)cc2C1c1ccccc1Cl (centres undefined)
  ?, -29%, ?, -5%, i, -5%, -68%, 3.4%, -15%
CC(C)CC(OC(=O)c1ccco1)C(=O)NC1CCCC1 (centres undefined)
  5%, 7%, -1%, -8%, i, 14%, -5%, -0.1%, -2%

Nrf2 ARE act: entries above that show a hit
mol | TGFb SMAD3 inh | Nrf2 ARE act | EPAC2 antagonist
Nc1ccccc1SC(CC(=O)c1ccccc1)c1cccc([N+](=O)[O-])c1 (centres undefined) | ? | 5µM* | -3%

Carrying on.
Under each structure: TGFb SMAD3 inh, Nrf2 inh, MCF10A rereplic, A549 viability, ATXN viability, ATXN2 expr inh, HepG2 tox, Nrf2 ARE act, EPAC2 antagonist
CCC(O)(c1ccc(OC)cc1)C(CN1CCOCC1)c1ccccc1 (centres undefined)
  -8%, 5%, ?, 3%, i, -8%, -3%, -0.9%, -13%
COc1ccc(OC)c(C=NNC(=O)NN=Cc2cc(OC)ccc2OC)c1
  -3%, ., ., ., ?, ., -8%, 3.3%, 0%
Cc1ccc(SCCNC(=O)c2ccc([N+](=O)[O-])c(C)c2)cc1
  -11%, -27%, 5%, -3%, i, -3%, -15%, 0.4%, 6%
OCCn1c(SC2CCCCC2)nc2ccccc21
  6%, ?, -1%, ?, i, -4%, -26%, 0.1%, 6%
CN(C)/C=C(/C(=O)c1ccc(Cl)cc1)S(=O)(=O)c1ccccc1
  -7%, -9%, -182%[0.0737 µM], 2%, i, 55%[activator], 17%, 2.6%, -8%
CC12CCC(C(=O)Nc3cccnc3)(CC1=O)C2(C)C (centres undefined)
  -21%, 18%, 3%, 4%, i, 5%, -4%, -0.7%, 15%
O=C1NCCN1Cc1ccccc1F
  3%, ., -19%, 3%, i, -2%, 4%, 2.3%, -4%
COc1ccc(NC(=O)CCCc2c[nH]c3ccccc23)cc1OC
  17%, 16%, ?, 1%, i, -7%, 5%, 0.1%, 5%
CC(C)(C)c1ccc(CC(=O)N2CCC2(C)C(=O)NS(=O)(=O)c2ccccc2)cc1 (centres undefined)
  14%, ., ., ., i, 4%, -1%, -0.4%, ?
CC[n+]1c(-c2ccc(C)cc2)csc1Nc1c(C)n(C)n(-c2ccccc2)c1=O
  -19%, ?, 12%, -4%, ?, -8%, 0%, 0.6%, 8%
Cc1ccccc1NC(=O)Nc1ccccc1C(=O)NCc1ccccc1
  -2%, ., 0%, 7%, ?, -9%, 1%, 0.3%, 5%
Nc1cccc2nc3ccccc3cc12
  ?, ?, -5%, 0%, ., 7.9µM*, 14%, -0.3%, 2%
Cc1ccc(C(=O)n2nc(-n3cccc3)c3c(C)cc(C)nc32)cc1
  9%, ?, 3%, 0%, i, -31%, 1%, 0.5%, -16%
O=C(CC1Oc2ccccc2NC1=O)NCCCN1CCCC1=O (centres undefined)
  6%, 12%, 1%, 0%, i, 9%, -3%, 3.4%, 4%
OCCCCNCc1ccc(OCc2ccc(Cl)cc2Cl)cc1
  ?, ?, 10%, ?, 25µM*, 25µM*, 10µM*, 5.1%, 4%
COc1cc(CNc2ncnc3c2ncn3[C@H]2CN(Cc3ccncc3)C[C@@H](CO)O2)cc(OC)c1OC
  3%, ., ., ., i, -4%, -6%, 4.3%, 0%
CC(=O)c1c(C)[nH]c(C(=O)NCCc2ccc(Cl)cc2)c1C
  3%, 8%, 3.7µM*, -1%, i, 10%, -5%, 1.1%, -15%
COc1cc(C(=O)NNC(=O)COc2ccc(Br)cc2)ccc1OCC(=O)N1CCOCC1
  -18%, 0%, -2%, 0%, i, -1%, -14%, -0.3%, 5%
CCCN(CC(=O)Nc1ccccc1C)C(=O)c1ccc2c(c1)S(=O)(=O)N=C1CCCCCN12
  6%, ?, -5%, 7%, i, ., 12%, -0.2%, -1%
Cc1nn2c(-c3ccncc3)ccnc2c1Cl
  -10%, -24%, -4%, -13%, i, -20%, 21%, 0.4%, 2%
CCCn1nnnc1NC(=O)c1ccc(C)cc1Cl
  12%, -2%, 6%, 8%, i, 8%, -15%, -0.2%, 0%
Cc1ccccc1NC1=C(Cl)C(=O)OC1OC(C)C (centres undefined)
  0%, -22%, 7%, 2%, i, -3%, -8%, -0.8%, -1%
Nc1ccc(N2CCOCC2)c(S(=O)(=O)Nc2ccccc2Cl)c1
  -14%, -4%, 13%, -2%, i, -12%, -7%, 0.4%, -15%
CCCCn1c(N)c(N(CC(C)C)C(=O)c2ccncc2)c(=O)[nH]c1=O
  -12%, 15%, -1%, -4%, i, 6%, 5%, 0.3%, 18%
COc1ccc([C@H]2C[C@H](n3cc(C4CC4)nn3)[C@@H](O)CN2C(=O)C2CCCCC2)cc1
  2%, ., ., ., i, 10%, 5%, -0.9%, 5%
Cc1ccc(-c2[nH]c3ccccc3c2C(C[N+](=O)[O-])c2ccco2)cc1 (centres undefined)
  ?, ?, 18µM*, -21%, i, 0%, 16µM*, ?, -3%

An excerpt from above, showing only Nrf2 ARE act, EPAC2 antagonist and TGFb SMAD3 inh.
SMILES	Nrf2 ARE act	EPAC2 antagonist	TGFb SMAD3 inh
COc1ccc(OC)c(C=NNC(=O)NN=Cc2cc(OC)ccc2OC)c1	3.3%	0%	-3%
CCC(O)(c1ccc(OC)cc1)C(CN1CCOCC1)c1ccccc1 (centres undefined)	-0.9%	-13%	-8%
